# Tb PYK inh: T. brucei pyruvate kinase inhibition. Potency, µM (titrated, usually from 76.8 µM), without a hit: top-dose activity, negative = inhibition, hits mostly inhibitors. hit rate 0.12% among 410,000. Q57TT1. TbPYK enzyme, Kinase-Glo Plus ATP luminescence, 45 min; also: potency is read from the fitted curve at half-maximal effect; % is scaled to controls: 0 for no effect and ±100 for the full control effect; nearly all actives have a fitted effect of over 50% in size
#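 T. brucei PYK with substrate was exposed to pin-transferred compounds across a concentration series, then started with 130 uM ADP (final). After 45 min at room temperature, Kinase-Glo Plus luminescence was read, normalized and curve-fitted.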
# Shiga toxin inh: inhibitors of Shiga toxin in Vero cells; Vero cells, Shiga toxin protein synthesis inhibition reporter; inhibition, % at 38.7 µM; hit rate 9.2% among 290,000; in the data active = inhibition mostly above about 28%, no sharp cut-off; inactive = mostly below about 43%; also: 0% is about no effect
# Cycloheximide cs: counter-screen hit for Shiga toxin inhibitors, cycloheximide | max response, % | cell reporter, cycloheximide protein synthesis inhibition counterscreen | hit rate 12% among 300,000; in the data active = max response mostly above about 13%, no sharp cut-off; inactive = mostly below about 14%; also: read at 38.3 µM for the half of the compounds with a filed dose; 0% is about no effect
# LmPK inhibitor: LmPK (Leishmania mexicana) enzyme inhibition | Q27686 | purified LmPK, Kinase-Glo ATP luminescence, 1 h | Potency, µM (titrated, usually from 57.5 µM), for the others: at the highest dose activity change, negative = inhibition, usual class: inhibitors | hit rate 0.37% among 290,000; also: potency is read from the fitted curve at half-maximal effect; % is scaled to controls: 0 for no effect and ±100 for the full control effect
# Target sequence (Q27686 whole entry, looked up): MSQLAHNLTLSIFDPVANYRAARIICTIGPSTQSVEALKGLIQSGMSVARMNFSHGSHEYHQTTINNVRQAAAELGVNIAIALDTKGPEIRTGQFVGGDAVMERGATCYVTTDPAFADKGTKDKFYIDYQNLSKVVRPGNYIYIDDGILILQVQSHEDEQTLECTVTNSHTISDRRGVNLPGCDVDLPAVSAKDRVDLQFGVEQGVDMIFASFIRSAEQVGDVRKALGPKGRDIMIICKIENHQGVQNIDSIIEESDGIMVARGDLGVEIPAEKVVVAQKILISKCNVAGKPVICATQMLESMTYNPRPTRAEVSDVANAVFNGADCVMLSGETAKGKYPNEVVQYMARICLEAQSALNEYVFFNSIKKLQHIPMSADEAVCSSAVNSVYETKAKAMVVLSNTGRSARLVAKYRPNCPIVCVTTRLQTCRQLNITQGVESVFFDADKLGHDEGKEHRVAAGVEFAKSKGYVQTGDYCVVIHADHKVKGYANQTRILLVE
#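 ATP generated from ADP (0.1 mM) and PEP (0.5 mM) by 0.1 nM LmPK over 1 h at room temperature (pH 7.2 imidazole buffer) was detected by coupled luciferase luminescence. Values were normalized to uninhibited and no-enzyme wells.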
# AmpC inh no detg: blocks E. coli AmpC beta-lactamase in detergent-free assay | Potency, µM (highest dose often 57.1 µM), for inactives: at the top dose activity change, negative = inhibition, hits mostly inhibitors | AmpC nitrocefin hydrolysis, absorbance 480 nm, 0.0001% Triton | hit rate 0.52% among 330,000 | AID 485341 | P00811;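 also: potency is read from the fitted curve at half-maximal effect; plate controls were no compound for no effect and no enzyme for full effect; nearly all actives have a fitted effect of over 20% in size; some results filed as inactive show a strong effect at the top dose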
# Target sequence (P00811 whole entry, looked up): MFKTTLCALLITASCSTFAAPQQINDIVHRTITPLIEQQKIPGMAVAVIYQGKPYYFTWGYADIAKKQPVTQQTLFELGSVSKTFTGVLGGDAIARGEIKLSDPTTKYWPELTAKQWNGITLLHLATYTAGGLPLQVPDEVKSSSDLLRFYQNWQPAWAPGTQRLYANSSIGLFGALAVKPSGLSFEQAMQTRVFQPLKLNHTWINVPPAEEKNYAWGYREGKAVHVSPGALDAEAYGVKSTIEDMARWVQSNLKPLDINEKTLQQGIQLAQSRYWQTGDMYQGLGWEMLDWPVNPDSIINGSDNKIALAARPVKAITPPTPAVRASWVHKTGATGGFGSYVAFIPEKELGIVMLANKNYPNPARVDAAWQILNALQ
#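 20 mM phosphate pH 7.0 + 0.01% (detergent screen) or 0.0001% Triton X-100; 5.3 nM AmpC reagent; cpd preinc 15 min RT; nitrocefin (800 uM stock) to start; A480 q20 s × 4 min; Activity was normalised to no-enzyme and no-compound control wells.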
# Pf growth 96h: inhibits malaria parasite growth, 96 h. Potency, µM (doses to about 28.7 µM), without a hit: top-dose activity change, negative = inhibition, usual class: inhibitors. AID 504834. P. falciparum luciferase reporter growth, 96 h. hit rate 6.9% among 320,000; also: potency is read from the fitted curve at half-maximal effect; % is scaled to controls: 0 for no effect and ±100 for the full control effect
#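 P. falciparum expressing integrated firefly luciferase, in erythrocytes at 2% hematocrit, 0.05% parasitemia, incubated with compounds 96 h at 37 C, 5% CO2. Growth inhibition read as loss of luminescence; two-generation exposure targets delayed-death apicoplast inhibitors.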
# Pf growth 48h: P. falciparum growth inhibition at 48 hours (one generation). P. falciparum luciferase growth in erythrocytes, 48 h. Potency, µM (highest dose often 28.7 µM), without a hit: at the top dose activity change, negative = inhibition, actives largely listed as inhibitors. hit rate 5.9% among 310,000; also: potency is read from the fitted curve at half-maximal effect; % is scaled to controls: 0 for no effect and ±100 for the full control effect
#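 Here the parasites carry a stable luciferase gene and grow inside erythrocytes in Albumax-based RPMI medium with compound for one erythrocytic cycle. Activity is scored as loss of luminescent signal.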
# * hit, by the source's call; u = inconclusive; x = no result given; [ ] = another dose, or the depositor's remark. Unless noted, calls follow the shape of the dose curve; as a rule, active = well fitted curve in the direction sought with a large enough effect; inconclusive = small, poorly fitted or top-dose-only effect, or another doubt; inactive = no such curve, though single readings can be large; an effect the other way counts as inactive or inconclusive.
SMILES,Tb PYK inh,Shiga toxin inh,Cycloheximide cs,LmPK inhibitor,AmpC inh no detg,Pf growth 96h,Pf growth 48h
CC(C)c1ccc(N=Nc2c(O)[nH]c(=O)[nH]c2=O)cc1,1.5%,16.1,19.4,1.3%,-12.8%,6.3%,54.0%[activator]
COCCN(C(=O)C(C)C)c1nnc(-c2ccc(C(C)(C)C)cc2)s1,-0.9%,24.3,13.2,2.9%,-18.9%,u,42.5%[activator]
C(#CCN1CCCCC1)COCc1ccccc1,0.9%,57.7,17.1*,-1.7%,-8.8%,19.5%,20.0%
Cc1ccc(-c2nc(CS(=O)(=O)CC(=O)NC3CC3)c(C)o2)cc1,-4.8%,-2.0,-8.1,-0.1%,29.7%,32.4%[activator],14.6%
CC(=O)N1CCN(C(=O)c2ccc(S(=O)(=O)Nc3ccccc3C)cc2)CC1,-3.6%,x,x,x,-2.9%,17.4%,6.7%
COc1ccc(CC(=O)Nc2cc(Cl)ccc2O)cc1,-17.5%,7.7,10.9*,1.8%,-9.6%,u,u
CC(C)(C)N(Cc1ccccc1)C(=O)COC(=O)CNC(=O)c1ccco1,-3.8%,x,x,x,-15.0%,-2.7%,-2.0%
CC(NC(=O)c1ccccc1SCC(=O)N1CCCC1)c1ccc(F)cc1 (centres undefined),-1.2%,-18.0,-2.0,-4.6%,-31.9%,u,7.4%
Nc1nc(Cl)cc(Sc2ccc3ccccc3c2)n1,-1.2%,27.3,9.6,4.2%,-31.4%,36.7%[activator],1.1%
O=C1CC(c2ccccc2)CN1Cc1ccccc1 (centres undefined),-2.8%,-5.9,-1.7,4.6%,-9.2%,4.5%,7.8%
CCN(CC)c1ccc(/C=N/NC(=O)c2cccc(N3CCCC3=O)c2)cc1,-6.1%,42.0*,22.9*,1.8%,22.0%,28.4%,u
CC(C)[C@H](NC(=O)OC(C)(C)C)C(=O)N/N=C/c1ccc2nccnc2c1,-2.7%,14.8,14.4,3.3%,-0.3%,41.2%[activator],1.5%
CCOC(=O)N1CCN(Cc2nc3c(c(=O)[nH]c(=O)n3C)n2Cc2cc(C)ccc2C)CC1,-3.5%,-9.8,-2.5,3.4%,84.4%[activator],-5.4%,13.1µM*
O=C(Nc1nc2c(s1)CN(Cc1ccccc1)CC2)c1c(F)cccc1F,0.1%,41.9*,30.5*,1.6%,-8.9%,-81.6%,0.7%
O=C(CS(=O)(=O)c1ccc(F)cc1)NCCS(=O)(=O)c1ccccc1,0.8%,-6.1,0.7,5.7%,-2.9%,29.2%,-4.0%
COc1ccc(Nc2nc3ccc(C)cc3n3cnnc23)cc1Cl,x,35.3,7.0,-5.3%,-19.3%,22.3%,u
Cc1ccc2nc(NC(=O)C3CCN(S(=O)(=O)c4ccc5c(c4)oc(=O)n5C)CC3)sc2c1,3.2%,-20.5,-6.2,18.1%,-4.1%,u,x
O=C(Nc1cccc(NC(=O)c2cccs2)c1)c1ccc2c(c1)OCO2,0.7%,5.5,10.7,-14.7%,10µM*,0.3%,9.2%
O=C(c1cccc(Cl)c1)N1CCN(Cc2ccccc2)CC1,-2.5%,-19.8,1.6,-1.8%,30.9%,23.5%,16.4%
O=C(NCCc1ccc(Cl)cc1Cl)c1ccc2nc[nH]c2c1,-2.2%,-29.9,-1.2,-10.2%,-24.2%,22.5%,4.6%
Cc1ccc(S(=O)(=O)NCc2ccc(C(=O)N(C)CCC#N)cc2)cc1,-20.9%,-11.7,-4.8,1.8%,-2.9%,u,-0.5%
CCc1ccc(-n2c(C)nc3cc(C(=O)NCc4cccnc4)ccc32)cc1,-9.4%,-13.6,2.0,1.4%,104.7%[activator],u,u
COc1ccccc1-n1c(C)nnc1SCC(=O)Nc1cccc(C(C)=O)c1,-0.7%,14.5,-0.7,-3.0%,-2.2%,15.6%,-22.3%
CC(=O)Nc1ccc(OC(=O)c2ccc(Br)c([N+](=O)[O-])c2)cc1,3.7%,12.1,-2.8,1.8%,10.0%,22.4%,1.3%
Cn1cccc1/C=C1\C(=O)NC(=O)N(Cc2ccco2)C1=O,-7.3%,-13.5,11.3,26.3%,-30.9%,2.1%,-13.7%

# A draw from above in order of number of heavy atoms, smallest number first:
SMILES,Tb PYK inh,Shiga toxin inh,Cycloheximide cs,LmPK inhibitor,AmpC inh no detg,Pf growth 96h,Pf growth 48h
COc1ccc(CC(=O)Nc2cc(Cl)ccc2O)cc1,-17.5%,7.7,10.9*,1.8%,-9.6%,u,u
O=C(CS(=O)(=O)c1ccc(F)cc1)NCCS(=O)(=O)c1ccccc1,0.8%,-6.1,0.7,5.7%,-2.9%,29.2%,-4.0%
CC(C)(C)N(Cc1ccccc1)C(=O)COC(=O)CNC(=O)c1ccco1,-3.8%,x,x,x,-15.0%,-2.7%,-2.0%

# (further entries)
SMILES,Tb PYK inh,Shiga toxin inh,Cycloheximide cs,LmPK inhibitor,AmpC inh no detg,Pf growth 96h,Pf growth 48h
COC(=O)C1=C(c2ccc3ccccc3c2)C[C@@H]2CC[C@H]1N2C(=O)NCCCOC(C)C,-0.9%,x,x,x,148.4%[activator],u,u
O=C(OCc1nnc(-c2ccccc2)o1)C1=COCCO1,1.9%,24.6,21.7*,-3.8%,0.0%,442.7%[activator],9.5%
O=C(N1CCOCC1)N1CCN(S(=O)(=O)c2ccccc2)C1,0.0%,-5.4,1.6,-6.5%,-3.7%,u,17.1%
Cc1cccc(C(=O)Nc2ccc(O)cc2C(=O)O)c1,1.9%,-6.6,2.6,u,-4.1%[2.29 µM],u,16.3%
Cc1nc2cc(OCc3cc(C(=O)NC(C)c4cnn(C)c4)no3)ccc2s1 (centres undefined),-5.1%,-7.6,-0.2,-5.6%,156.3%[activator],u,u
CN1C[C@@H]2C(c3ccc(Cl)nc3)C3(c4ccccc4)CC2(C3)[C@H]1c1ccccc1 (some centres undefined),3.6%,18.7,-3.7,0.9%,101.3%[activator],13.1µM*,9.28µM*
O=C(NCc1cccc(Cl)c1)c1cnccn1,0.5%,36.4,6.7,-1.2%,-12.6%,x,9.4%
CCn1ccnc1CN(C)Cc1cn[nH]c1-c1ccc(F)cc1F,-3.5%,-15.2,-1.9,-11.2%,-2.3%,11.7µM*,9.1%
CC(=O)N1N=C(c2cccc([N+](=O)[O-])c2)OC1c1ccccc1Cl (centres undefined),2.9%,17.5,-2.9,7.1%,-6.4%,-13.1%,45.4%[activator]
O=C(Nc1cccnc1)c1cc(-c2ccc(Cl)cc2Cl)on1,0.5%,62.6*,28.1*,-5.0%,-33.7%,33.6%[activator],164.1%[activator]
Oc1ccc(/C=N/NC(=S)NCc2ccco2)cc1,2.2%,3.2,6.7,1.9%,-35.7%,136.7%[activator],32.5%[activator]
O=C(Cn1cnc([N+](=O)[O-])n1)N/N=C/c1ccccc1O,-2.1%,-6.4,-2.8,-1.2%,-10.4%,u,u
O=C(CCC(=O)N1CCCC1)N1CCCC1,4.2%,7.4,-2.4,7.7%,-3.5%,37.0%[activator],31.0%[activator]
N#CC1=C(N)N2C(=C(C#N)C1c1ccc(Br)cc1)Nc1ccccc12 (centres undefined),-1.1%,6.2,7.1,3.6%,-16.9%,9.28µM*,u
COc1ccc([C@H]2CC(=O)C=C(c3ccc(C)c([N+](=O)[O-])c3)C2)cc1,-2.1%,x,x,x,-16.1%,22.5%,4.9%
C[n+]1nc(Nc2ccccc2)sc1-c1ccc(O)cc1,-5.5%,-7.2,1.9,-4.5%,-24.9%,-3.4%,7.3%
CCn1c2ccccc2c2nnc(SCc3cc(=O)n4ccsc4n3)nc21,x,30.1,-1.7,-1.0%,-14.9%,-1.1%,-0.5%
O=C1c2ccccc2C(O)N1c1cccnc1 (centres undefined),-0.6%,-4.3,-0.9,6.5%,-12.2%,u,x
COc1ccccc1CC(=O)Nc1cc(C)ccn1,6.9%,102.9*,45.5*,-6.8%,-13.6%,u,32.1%[activator]
CCN(CC)c1ccc(N2C(=O)c3ccccc3C2=O)cc1,2.8%,-3.3,8.8,3.7%,-7.6%,u,36.3%[activator]
C/C(CCc1ccccc1)=N\NC(=O)c1ccccc1[N+](=O)[O-],-0.3%,-8.7,-2.3,1.4%,-13.3%,16.1%,11.3%
CCN1CCN(CCNC(=O)c2ccc(CS(=O)c3ccc(Br)cc3)o2)CC1 (centres undefined),-2.5%,-6.6,-9.2,-11.0%,-31.0%,-92.3%,4.5%
COc1ccc(C)cc1NC(=O)CSc1nnc(-c2ccc(C)cc2)o1,-6.0%,24.4,3.5,7.9%,15.8%,-7.9%,x
Cc1ccc(S(=O)(=O)N2CCCC(C(=O)N3CCN(C)CC3)C2)cc1 (centres undefined),14.7%,-6.6,6.2,-3.9%,4.0%,u,16.6%
CC1Oc2ccccc2N(CC(=O)N2CCCCC2)C1=O (centres undefined),-0.9%,-5.3,-4.8,-4.2%,3.5%,32.2%[activator],u
SMILES,Tb PYK inh,Shiga toxin inh,Cycloheximide cs,LmPK inhibitor,AmpC inh no detg,Pf growth 96h,Pf growth 48h
CCNc1nc(NCC)n2c(SC(C)C(=O)c3ccc(C)cc3)nnc2n1 (centres undefined),-3.8%,-10.1,0.9,1.8%,-6.7%,u,u
Cc1ccc(NC(=O)CNC(=O)C2CCCCC2)nc1,-4.8%,x,x,x,-4.6%,10.0%,12.9%
Cn1c(NC(=O)c2ccc(Cl)cc2Cl)cc(=O)n(C)c1=O,2.2%,17.9,-4.9,7.5%,-10.0%,u,x
COc1ccc(/C=C/C(=O)O)cc1S(=O)(=O)N1CCCC1,-11.0%,-3.0,-3.0,3.7%,-0.3%,5.86µM*,0.0%
CC1CCN(CCOc2ccc(C(=O)c3ccccc3)cc2)CC1,13.7%,4.8,1.5,-1.6%,-9.0%,-4.8%,-20.4%
CN(c1ccccc1)S(=O)(=O)c1ccc2[nH]c(=O)oc2c1,1.9%,11.6,-3.8,-0.7%,-30.2%,8.8%,2.2%
Cc1ccccc1-n1cc(CNC(=O)CC2C(=O)NCCN2C/C=C/c2ccccc2)cn1 (centres undefined),2.0%,10.2,0.5,4.9%,121.6%[activator],u,u
O=C1OC(Nc2ccccn2)c2ccccc21 (centres undefined),11.1%,-25.9,-1.9,0.3%,-23.7%,14.6%,-10.5%

# Single records, as listed above. Order of values: Tb PYK inh	Shiga toxin inh	Cycloheximide cs	LmPK inhibitor	AmpC inh no detg	Pf growth 96h	Pf growth 48h
# O=C(CCC(=O)N1CCCC1)N1CCCC1 is listed with 4.2%	7.4	-2.4	7.7%	-3.5%	37.0%[activator]	31.0%[activator]
# O=C1c2ccccc2C(O)N1c1cccnc1 (centres undefined) is listed with -0.6%	-4.3	-0.9	6.5%	-12.2%	u	x
# Cc1ccc2nc(NC(=O)C3CCN(S(=O)(=O)c4ccc5c(c4)oc(=O)n5C)CC3)sc2c1 is listed with 3.2%	-20.5	-6.2	18.1%	-4.1%	u	x
# Cc1ccc(S(=O)(=O)NCc2ccc(C(=O)N(C)CCC#N)cc2)cc1 is listed with -20.9%	-11.7	-4.8	1.8%	-2.9%	u	-0.5%

# Looked up above.
# Nc1nc(Cl)cc(Sc2ccc3ccccc3c2)n1 @ Shiga toxin inh = 27.3
# O=C1OC(Nc2ccccn2)c2ccccc21 (centres undefined) @ AmpC inh no detg = -23.7%
# Cn1c(NC(=O)c2ccc(Cl)cc2Cl)cc(=O)n(C)c1=O @ Tb PYK inh = 2.2%
